Assay outcomes deposited in PubChem by Broad Institute.
C diff growth: blocks growth of Clostridium difficile; Clostridium difficile clinical isolate growth, OD600, 24 h; stronger effect = lower value; actives 0.25% (n = 86,000); growth activity, negative = inhibition, % at 16 µg/mL (by protocol); AID 1259249;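 active means mean growth activity at or below -80% and every replicate also at or below -80%; inconclusive means mean at or below -80% but some replicate above -80%; inactive means mean growth activity above -80%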;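 further: 0% = DMSO wells and -100% = levofloxacin 16 µg/mL wells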
KDM4C inh: KDM4C (human) demethylase inhibition; inhibition, % at 12.5 µM; GST-KDM4C 2-372, H3K9me3 peptide, LANCE TR-FRET; actives 0.15% (n = 96,000); AID 720574;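 active means mean replicate inhibition above about 25%, with at least 55% of replicates also reaching it, limit read from the data, passing the limit was not always enough; inconclusive means only one of those two conditions met; inactive means neither condition met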
Target sequence (Q9H3R0 2-372 limits assumed): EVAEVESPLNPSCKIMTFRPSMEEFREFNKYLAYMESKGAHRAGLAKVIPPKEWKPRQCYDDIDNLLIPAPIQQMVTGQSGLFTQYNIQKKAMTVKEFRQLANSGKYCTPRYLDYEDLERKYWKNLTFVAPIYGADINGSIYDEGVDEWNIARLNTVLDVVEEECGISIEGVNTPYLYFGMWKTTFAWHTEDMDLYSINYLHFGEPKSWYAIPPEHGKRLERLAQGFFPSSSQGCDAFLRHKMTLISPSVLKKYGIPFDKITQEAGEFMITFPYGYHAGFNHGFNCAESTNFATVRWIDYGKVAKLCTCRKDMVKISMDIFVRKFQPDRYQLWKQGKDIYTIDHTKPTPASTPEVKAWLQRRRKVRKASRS
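Test system: N-terminal GST-fused human GASC-1 (KDM4C) fragment, residues 2-372; quantity: GASC-1 enzyme at 10 nM final in reaction; dosing: single dose; schedule: 30 min demethylation and 1 h detection at room temperature; signal: LANCE TR-FRET, excitation 340 nm, emissions 618 and 671 nm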
Pf Dd2 inh: P. falciparum Dd2 growth inhibition; actives 2.3% (n = 94,000); activity change, % at 10 µM; SYBR Green, 72 h; stronger effect = lower value; AID 1159554; in the data active means activity change below about -80%; inconclusive means no clear call, values can overlap the other calls
T cruzi growth: T. cruzi proliferation inhibition. T. cruzi beta-gal in NIH3T3, GalScreen luminescence, 90 h. inhibition, % at 8.34 µM. actives 5.9% (n = 77,000). AID 624255;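 active means mean inhibition above about 93%, with at least 55% of replicates each passing it, limit read from the data, passing the limit was not always enough; inconclusive means only one of those two conditions holds; inactive means neither condition holds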
* marks the source's active call; other numbers are inactive results; & = joins results of further samples.

For C[C@@H](NC(=O)C[C@H]1CC[C@H]2[C@@H](COC[C@@H](O)CN2C(=O)Nc2cccc(Cl)c2)O1)c1ccccc1 the results were C diff growth 42&18, KDM4C inh 1.2, Pf Dd2 inh 9 and T cruzi growth 30.
CC=Cc1ccc2n(c1=O)C[C@@H]1[C@@H](CO)[C@H](C(=O)N3CCc4ccccc4C3)N(C(=O)COC)[C@H]21 (mixture of isomers) was read as C diff growth 4, KDM4C inh 1.6 and Pf Dd2 inh 23.
CCNC(=O)[C@@H]1[C@@H](CO)[C@@H]2Cn3c(ccc(-c4cccc(F)c4)c3=O)[C@H]1N2C(=O)c1ccccn1 was read as C diff growth 0, KDM4C inh -1.4, Pf Dd2 inh 2 and T cruzi growth 27.
`C[C@H](CO)N1C[C@H](C)[C@@H](CN(C)S(=O)(=O)c2cccs2)Oc2ccc(NC(=O)NC3CCCCC3)cc2CC1=O` gave C diff growth -5, KDM4C inh -1.3, Pf Dd2 inh -37 and T cruzi growth 9.
COC(=O)C[C@@H]1C[C@@H]2c3cc(N(C)C)ccc3O[C@@H]2[C@H](CO)O1 was read as C diff growth 2, Pf Dd2 inh -1 and T cruzi growth 91.
For CCS(=O)(=O)N1[C@H](C#N)[C@@H](c2ccc(C3=CCCCC3)cc2)[C@H]1CO the results were C diff growth -3, KDM4C inh -0.3 and Pf Dd2 inh -21.
Screening C[C@@H]1CCCCO[C@H](CN(C)S(=O)(=O)c2ccccc2)[C@@H](C)CN([C@@H](C)CO)C(=O)c2cc(N(C)C)ccc2O1 returned C diff growth 2, Pf Dd2 inh -12 and T cruzi growth 30.
`C[C@H](CO)N1C[C@H](C)[C@H](CN(C)Cc2ccc3c(c2)OCO3)Oc2ccc(NS(=O)(=O)c3ccc(F)cc3)cc2C1=O` gave C diff growth 2, KDM4C inh -0.5, Pf Dd2 inh -10 and T cruzi growth -16.
Screening C[C@@H]1CCCCO[C@H](CN(C)C(=O)Nc2ccc(C(F)(F)F)cc2)[C@@H](C)CN([C@H](C)CO)C(=O)c2cc(NS(=O)(=O)c3cn(C)cn3)ccc2O1 returned C diff growth 1, KDM4C inh -2.7, Pf Dd2 inh -16 and T cruzi growth 21.
`C[C@H](CO)N1C[C@H](C)[C@@H](CN(C)C(=O)Nc2cccc3ccccc23)OCCCC[C@H](C)Oc2ccc(NS(C)(=O)=O)cc2C1=O` gave C diff growth -6, KDM4C inh 0.7, Pf Dd2 inh -23 and T cruzi growth -10.
Screening CO[C@H]1CN(C)C(=O)c2ccc(NS(C)(=O)=O)cc2OC[C@H](C)N(C(=O)C2CCOCC2)C[C@@H]1C returned KDM4C inh 0.1, Pf Dd2 inh 6 and T cruzi growth 25.
`C[C@H](CO)N1C[C@H](C)[C@H](CN(C)C(=O)C2CC2)Oc2cc(Br)ccc2S1(=O)=O` gave C diff growth -2, KDM4C inh 1.7 and Pf Dd2 inh -12.
C[C@H](CO)N1C[C@H](C)[C@H](CN(C)Cc2cccc(F)c2)Oc2ncc(-c3cccc(F)c3)cc2C1=O was read as C diff growth 13, KDM4C inh 0.3, Pf Dd2 inh -4 and T cruzi growth 79.
Screening C[C@@H]1CN([C@@H](C)CO)C(=O)c2cc(C3=CCCC3)cnc2O[C@H]1CN(C)Cc1ccc(C(=O)O)cc1 returned C diff growth 0, KDM4C inh 0.7, Pf Dd2 inh 39 and T cruzi growth -233.
For C[C@H](CO)N1C[C@H](C)[C@@H](CN(C)C(=O)Nc2ccc(C(F)(F)F)cc2)Oc2ccc(NS(=O)(=O)c3cn(C)cn3)cc2C1=O the results were C diff growth -4, KDM4C inh 17, Pf Dd2 inh 5 and T cruzi growth -2.
CC(C)NC(=O)N1[C@H](CO)[C@H](c2ccccc2)C12CN(C(=O)Cc1ccccc1)C2 was read as C diff growth 8, KDM4C inh 0.7 and Pf Dd2 inh -7.
For COc1ccc2c3c([nH]c2c1)[C@@H](CO)N(Cc1ccncc1)CC31CCN(C(=O)CN(C)C)CC1 the results were C diff growth 0, KDM4C inh 1.4 and Pf Dd2 inh -65.
For CCC(=O)Nc1ccc2c(c1)C(=O)N(C)C[C@@H](OC)[C@H](C)CN(C(=O)CC1CC1)[C@H](C)CO2 the results were KDM4C inh 0.4, Pf Dd2 inh 43 and T cruzi growth -14.
Screening CNC[C@@H]1Oc2cc(C#CCC3CCCC3)ccc2S(=O)(=O)N([C@@H](C)CO)C[C@@H]1C returned C diff growth 30, KDM4C inh -2.4, Pf Dd2 inh -66 and T cruzi growth inconclusive.
`COc1ccc(S(=O)(=O)N(C)C[C@H]2OCCCC[C@H](C)Oc3ccc(NC(=O)NC(C)C)cc3C(=O)N([C@H](C)CO)C[C@H]2C)cc1` gave C diff growth -6, KDM4C inh 2.7 and T cruzi growth 12.
O=C(Nc1ccccc1)N1CC(=O)N2[C@@H](CO)[C@H](c3ccc(C#CC4CCCC4)cc3)[C@@H]2C1 was read as C diff growth 20, KDM4C inh 0.4 and Pf Dd2 inh -10.
C[C@@H]1CN([C@@H](C)CO)S(=O)(=O)c2ccc(C#CC3CCCC3)cc2O[C@H]1CN(C)S(C)(=O)=O was read as KDM4C inh -1.7, Pf Dd2 inh -33 and T cruzi growth -42.
For COc1ccccc1S(=O)(=O)N[C@@H]1C=C[C@@H](CC(=O)N2CCOCC2)O[C@H]1CO the results were C diff growth -3, KDM4C inh 0.8, Pf Dd2 inh 14 and T cruzi growth 1.
Screening CCC(=O)N(C)C[C@@H]1Oc2ncc(C#C[C@@H](C)O)cc2C(=O)N([C@@H](C)CO)C[C@@H]1C returned C diff growth -3, KDM4C inh 0.1, Pf Dd2 inh 51 and T cruzi growth 3.
`O=C(NC[C@H]1N[C@H](CO)[C@H]1c1ccccc1)c1ccccc1F` gave C diff growth 0, KDM4C inh 1.5, Pf Dd2 inh 4 and T cruzi growth 19.
For COc1ccc(S(=O)(=O)N(C)C[C@@H]2Oc3ccc(NC(=O)CCC(F)(F)F)cc3CC(=O)N([C@@H](C)CO)C[C@H]2C)cc1 the results were C diff growth 5, KDM4C inh -0.1 and Pf Dd2 inh -6.
`C[C@@H]1CN([C@@H](C)CO)C(=O)c2c(c3ccccc3n2C)-c2ccccc2CO[C@@H]1CN(C)C(=O)c1cc(Cl)cc(Cl)c1` gave C diff growth -4, KDM4C inh -4.0 and Pf Dd2 inh -87*.
C[C@H](CO)N1C[C@H](C)[C@@H](CN(C)C(=O)Nc2cccc3ccccc23)Oc2ccc(NC(=O)Cn3cnnn3)cc2C1=O was read as C diff growth 0, KDM4C inh -0.6, Pf Dd2 inh 12 and T cruzi growth 29.
For O=C(C1CCCC1)N1CC(=O)N2[C@H](CO)[C@@H](c3ccc(Br)cc3)[C@@H]2C1 the results were C diff growth 1, KDM4C inh -2.5 and Pf Dd2 inh 7.
Screening O=C(C[C@H]1CC[C@H]2[C@@H](COC[C@H](O)CN2C(=O)c2cccnc2)O1)NCC1CC1 returned C diff growth 3&-4, KDM4C inh 1.5 and Pf Dd2 inh -32.
For O=C(C[C@H]1CC[C@H]2[C@@H](COC[C@H](O)CN2C(=O)Nc2ccc(C(F)(F)F)cc2)O1)NCCc1ccncc1 the results were C diff growth -18, KDM4C inh -0.7, Pf Dd2 inh -7 and T cruzi growth 33.
For C[C@H]1CN([C@@H](C)CO)C(=O)Cc2cc(NC(=O)c3ccncc3)ccc2O[C@H]1CN(C)S(=O)(=O)c1ccc(Cl)cc1 the results were C diff growth 3, KDM4C inh -0.8, Pf Dd2 inh 1 and T cruzi growth 15.
`Cc1noc(C)c1NC(=O)N(C)C[C@H]1Oc2ccc(NC(=O)c3ccncc3)cc2CC(=O)N([C@H](C)CO)C[C@@H]1C` gave C diff growth -1, KDM4C inh -1.2, Pf Dd2 inh 0 and T cruzi growth 20.
For N#C[C@@H]1[C@@H](c2ccccc2-c2ccccc2F)[C@@H](CO)N1C(=O)C1CCOCC1 the results were C diff growth -6, KDM4C inh 1.2 and Pf Dd2 inh inconclusive.
Screening O=C(Nc1ccccc1)N1CCCCN2[C@H](C1)[C@@H](c1ccc(C#CC3CC3)cc1)[C@@H]2CO returned C diff growth 16, KDM4C inh -0.3, Pf Dd2 inh 1 and T cruzi growth 105*.
COCC(=O)N1C[C@@H]2[C@H](c3ccccc31)[C@@H](CO)N2C(=O)c1ccncc1 was read as C diff growth 0, KDM4C inh 1.6, Pf Dd2 inh 10 and T cruzi growth -42.

For convenience, part of the list above.
`O=C(NC[C@H]1N[C@H](CO)[C@H]1c1ccccc1)c1ccccc1F` gave C diff growth 0, KDM4C inh 1.5, Pf Dd2 inh 4 and T cruzi growth 19.
For COc1ccc(S(=O)(=O)N(C)C[C@@H]2Oc3ccc(NC(=O)CCC(F)(F)F)cc3CC(=O)N([C@@H](C)CO)C[C@H]2C)cc1 the results were C diff growth 5, KDM4C inh -0.1 and Pf Dd2 inh -6.
`C[C@@H]1CN([C@@H](C)CO)C(=O)c2c(c3ccccc3n2C)-c2ccccc2CO[C@@H]1CN(C)C(=O)c1cc(Cl)cc(Cl)c1` gave C diff growth -4, KDM4C inh -4.0 and Pf Dd2 inh -87*.
C[C@H](CO)N1C[C@H](C)[C@@H](CN(C)C(=O)Nc2cccc3ccccc23)Oc2ccc(NC(=O)Cn3cnnn3)cc2C1=O was read as C diff growth 0, KDM4C inh -0.6, Pf Dd2 inh 12 and T cruzi growth 29.
For O=C(C1CCCC1)N1CC(=O)N2[C@H](CO)[C@@H](c3ccc(Br)cc3)[C@@H]2C1 the results were C diff growth 1, KDM4C inh -2.5 and Pf Dd2 inh 7.
Screening O=C(C[C@H]1CC[C@H]2[C@@H](COC[C@H](O)CN2C(=O)c2cccnc2)O1)NCC1CC1 returned C diff growth 3&-4, KDM4C inh 1.5 and Pf Dd2 inh -32.
For O=C(C[C@H]1CC[C@H]2[C@@H](COC[C@H](O)CN2C(=O)Nc2ccc(C(F)(F)F)cc2)O1)NCCc1ccncc1 the results were C diff growth -18, KDM4C inh -0.7, Pf Dd2 inh -7 and T cruzi growth 33.

More records.
`CN(C)CC(=O)Nc1ccc2c(c1)[C@@H]1C[C@H](CC(=O)N3CCCCC3)O[C@H](CO)[C@@H]1O2` gave C diff growth 0, KDM4C inh 1.7, Pf Dd2 inh 36 and T cruzi growth -76.
CN(C)C(=O)C[C@H]1C[C@@H]2c3cc(NS(=O)(=O)c4ccc(F)cc4)ccc3O[C@@H]2[C@@H](CO)O1 was read as C diff growth -1, KDM4C inh 4.0, Pf Dd2 inh -58 and T cruzi growth 12.
For C[C@H]1CCCCO[C@H](CN(C)S(=O)(=O)c2ccccc2)[C@@H](C)CN([C@@H](C)CO)C(=O)c2cc(N(C)C)ccc2O1 the results were C diff growth -1, KDM4C inh -0.4, Pf Dd2 inh -21 and T cruzi growth 59.
`CC(C)NC(=O)N(C)C[C@@H]1Oc2c(NC(=O)Nc3ccc(C(F)(F)F)cc3)cccc2C(=O)N([C@H](C)CO)C[C@@H]1C` gave C diff growth 22, KDM4C inh 4.2, Pf Dd2 inh -63 and T cruzi growth 60.
For C[C@H](CO)N1C[C@H](C)[C@@H](CN(C)Cc2ccc(-c3ccccc3)cc2)Oc2ccc(NC(=O)C3CC3)cc2C1=O the results were C diff growth -8, KDM4C inh -0.8, Pf Dd2 inh -2 and T cruzi growth 22.
For CNC[C@H]1Oc2ccc(NC(=O)Cc3cn(C)c4ccccc34)cc2C(=O)N([C@H](C)CO)C[C@@H]1C the results were C diff growth 1, KDM4C inh -0.3, Pf Dd2 inh 14 and T cruzi growth 18.
`C[C@@H]1CN([C@@H](C)CO)C(=O)c2cc(-c3ccccc3)cnc2O[C@H]1CN(C)Cc1ccccc1` gave C diff growth -1, KDM4C inh 0.8, Pf Dd2 inh 2 and T cruzi growth 36.
C[C@H](CO)N1C[C@H](C)[C@@H](CN(C)CC2CC2)Oc2cc(C#CC3(O)CCCC3)ccc2S1(=O)=O was read as C diff growth -7, KDM4C inh -0.2, Pf Dd2 inh -61 and T cruzi growth 42.
Screening C[C@@H]1CN([C@@H](C)CO)C(=O)c2cc(-c3ccccc3)cnc2O[C@H]1CN(C)C(=O)Nc1ccccc1 returned C diff growth -6, KDM4C inh -2.6, Pf Dd2 inh -10 and T cruzi growth -4.
Screening C[C@H]1CN([C@@H](C)CO)C(=O)c2cc(NC(=O)Nc3ccc(F)cc3)ccc2O[C@@H]1CN(C)Cc1ccc(-c2ccccc2)cc1 returned C diff growth 19, KDM4C inh 1.2, Pf Dd2 inh -4 and T cruzi growth -5.
`COc1ccccc1NC(=O)N1CC(=O)N2[C@H](CO)[C@H](c3ccc(C#CC(C)C)cc3)[C@@H]2C1` gave C diff growth -2, KDM4C inh -0.5 and Pf Dd2 inh -19.
`CCCC#Cc1ccc([C@@H]2[C@H]3CN(CC4CCOCC4)CCCCN3[C@H]2CO)cc1` gave C diff growth 7, KDM4C inh -0.9, Pf Dd2 inh -31 and T cruzi growth 77.
`C/C=C/c1cnc2c(c1)C(=O)N([C@@H](C)CO)C[C@H](C)[C@@H](CN(C)C(=O)C1CCCCC1)O2` gave C diff growth 3, KDM4C inh 0.7, Pf Dd2 inh -7 and T cruzi growth 30.
